RPL19A TOR yeast: modulators of TOR pathway RPL19A-GFP in S. cerevisiae. S. cerevisiae RPL19A-GFP strain, flow cytometry, 3 h; active compounds read low. percent response vs DMSO, % at 10 µM. actives 0.3% (n = 330,000). AID 2025;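 active = percent response vs DMSO below 50%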;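 note: median channel GFP fluorescence of the barcoded RPL19A-GFP strain; ratio of sample median GFP to plate DMSO average so 100% = DMSO; lower means less RPL19A-GFP as with rapamycin TOR inhibition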
MEP2 TOR yeast: modulators of TOR pathway MEP2-GFP in S. cerevisiae. S. cerevisiae MEP2-GFP strain, flow cytometry GFP, 3 h; 100% = DMSO control level. GFP response vs DMSO, % at 10 µM. actives 0.51% (n = 330,000). AID 2016;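 active = GFP response versus DMSO above a set limit, roughly screen mean plus 3 SD, cut at about 180% in these data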;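 note: median GFP fluorescence of the barcode-gated MEP2-GFP cells per well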
procasp7 counter: activates human procaspase-7, counter-screen for procaspase-3 activators. P55210. actives 0.093% (n = 330,000). recombinant procaspase-7, Ac-DEVD-pNA absorbance 405 nm; D23A/D198A/D206A triple mutant, cannot self-cleave; scale: DMSO 0, 5 µM enzyme 100. activation, % at 8.5 µM;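 active = percent activation above the screen-wide mean plus 3 SD, cut at about 25% in these data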
Target sequence (P55210 whole entry D23A/D198A/D206A): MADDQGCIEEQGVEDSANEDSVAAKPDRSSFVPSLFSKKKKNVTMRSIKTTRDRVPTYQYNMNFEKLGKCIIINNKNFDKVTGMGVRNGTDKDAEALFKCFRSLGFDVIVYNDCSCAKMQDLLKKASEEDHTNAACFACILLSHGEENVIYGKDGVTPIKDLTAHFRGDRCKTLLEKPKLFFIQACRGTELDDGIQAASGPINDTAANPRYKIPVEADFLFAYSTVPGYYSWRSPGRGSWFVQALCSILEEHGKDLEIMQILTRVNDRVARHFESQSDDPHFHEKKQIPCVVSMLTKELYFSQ
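Assay system: Uncleavable procaspase-7 mutant enzyme / Input: 2 µM procaspase-7 mutant as dispensed / Dosing: single nominal 8.5 µM compound dose, 0.8% DMSO final / Timing: 1 h enzyme–compound preincubation and 2 h substrate reaction, both 25 °C / Detection: p-Nitroaniline absorbance at 405 nm, read at 0 and 120 min / Replication: singlicate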
AGP1 TOR yeast: modulators of TOR pathway AGP1-GFP in S. cerevisiae; S. cerevisiae AGP1-GFP multiplex flow cytometry, 3 h; GFP as percent of DMSO wells; GFP response vs DMSO, % at 10 µM; actives 0.02% (n = 320,000);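 active = GFP response relative to DMSO above a set limit, near screen average plus 3 SD, cut at about 150% in these data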;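 note: median GFP channel fluorescence of the gated AGP1 strain per well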
LAP4-GFP MLPCN: modulators of TOR pathway LAP4-GFP in S. cerevisiae; S. cerevisiae LAP4-GFP multiplex, flow cytometry GFP, 3 h; median GFP as percent of DMSO wells; GFP response vs DMSO, % at 10 µM; actives 0.34% (n = 320,000); AID 2023;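 active = GFP response vs DMSO above a set limit, about the screen mean plus 3 SD, cut at about 150% in these data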
CIT2-GFP yeast: modulators of TOR pathway CIT2-GFP in S. cerevisiae; AID 2029; S. cerevisiae CIT2-GFP strain, flow cytometry, 3 h; 100 means same as DMSO wells; actives 0.065% (n = 320,000); GFP response vs DMSO, % at 10 µM;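 active = GFP response relative to DMSO above a set limit, near the screen mean plus 3 SD, cut at about 150% in these data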;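 note: ratio of well median GFP fluorescence to mean of DMSO wells on the plate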
AHR activator: human AHR activation. AHR-responsive luciferase reporter cells, luminescence. activation, % at 5 µM. actives 2.5% (n = 320,000). AID 2796; in the data active = activation above about 47%;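 note: 0% = vehicle wells and 100% = reference agonist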
proCasp3 act: activators of human procaspase-3. P42574. actives 0.11% (n = 330,000). recombinant procaspase-3 D3A, Ac-DEVD-pNA absorbance 405 nm. activation, % at 8.5 µM;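 active = activation above the mean of all tested compounds plus 3 SD, cut at about 21% in these data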;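 note: 0% = DMSO alone and 100% = DMSO wells spiked with extra 5 µM PC-3 D3A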
Target sequence (P42574 whole entry D9A/D28A/D175A): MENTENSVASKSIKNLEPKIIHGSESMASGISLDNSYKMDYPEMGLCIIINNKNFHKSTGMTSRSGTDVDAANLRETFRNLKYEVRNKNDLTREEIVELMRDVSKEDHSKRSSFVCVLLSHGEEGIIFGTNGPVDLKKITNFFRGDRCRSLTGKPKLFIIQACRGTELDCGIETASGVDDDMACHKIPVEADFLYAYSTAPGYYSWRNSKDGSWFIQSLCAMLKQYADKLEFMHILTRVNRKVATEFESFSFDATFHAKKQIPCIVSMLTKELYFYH
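Assay system: Procaspase-3 D3A mutant, all three cleavage aspartates alanine. Buffer or medium: Zinc-free HEPES saline buffer with Triton X-100. Times: 1 h compound preincubation, 2 h substrate hydrolysis at 25 °C. Measured by: 405 nm absorbance of p-nitroaniline, reads at 0 and 120 min. Read-out basis: percent activation relative to control range. Replicates: singlicate.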
The depositor's hits bear a star; . = not tested or not shown.

SMILES | RPL19A TOR yeast | MEP2 TOR yeast | procasp7 counter | AGP1 TOR yeast | LAP4-GFP MLPCN | CIT2-GFP yeast | AHR activator | proCasp3 act
O=C(C1CC1)N1CCN(c2ccnc3cc(Cl)ccc23)CC1 | 103 | 106 | 5 | 102 | 93 | 103 | -8 | -4
CN1CCN(C(=O)C2=C[C@H](c3csc4ccccc34)C[C@H](OCCCCO)O2)CC1 | 99 | 93 | -13 | 91 | 137 | 112 | -1 | -3
O=C(OCC#CCSc1nc2ccccc2o1)c1cc2ccccc2o1 | 88 | 86 | 5 | 79 | 100 | 80 | 10 | 9
COc1ccc(Nc2ncc(C(=O)N3CCN(c4ccccc4OC)CC3)c3ccccc23)cc1 | 97 | 96 | 49* | 99 | . | 92 | 3 | 30*
Cc1cc(C)cc(NS(=O)(=O)c2c(C(=O)N3CCCCCC3)c(C)n(C)c2C)c1 | 100 | 96 | 6 | 102 | 94 | 107 | 4 | 3
COc1cc(/C=C/C(=O)OCC(=O)Nc2sc3c(c2C#N)CCC(C)C3)ccc1OCC#N (stereo unspecified) | 96 | 96 | 1 | 97 | 96 | 108 | 2 | -6
O=C(c1ccc(S(=O)(=O)N2CCOCC2)cc1)N(c1ccccn1)C1CCCCC1 | 104 | 107 | -3 | 108 | 107 | 108 | 20 | -2
O=C(Nc1cnccn1)C1c2ccccc2Oc2ccccc21 | 101 | 102 | 0 | 102 | 104 | 105 | 0 | 0
Cc1ccc(-c2c(C(=O)N3CCOCC3)oc(=O)c3ccccc23)cc1 | 101 | 101 | 3 | 103 | 100 | 106 | 1 | 0
O=C(N/N=C/c1c(Cl)cccc1Cl)C(=O)NC1CC1 | 94 | 100 | -5 | 89 | 97 | 85 | 4 | 8
Cc1c([C@H]2[C@@H](CC#N)C2(C)C)c2ccccc2n1C | 93 | 95 | 14 | 93 | 96 | 90 | 6 | 9
Cc1cc(C)c(OCCOCCN2CCNCC2)c(C)c1 | 97 | 94 | 3 | 104 | 94 | 91 | 2 | -6
COc1ccc(/C=N/NC(=O)CSc2ccccc2)cc1OC | 105 | 110 | 10 | 103 | 108 | 108 | 28 | 2
C[C@H]1COC(=O)CC/C=C\C[C@H](CC(=O)N(CCO)Cc2ccccc2)C(=O)N1 | 104 | 106 | -4 | 109 | 116 | 102 | 0 | 1
CCNC(=S)NNC(=O)c1csc(CC)c1 | 102 | 97 | 5 | 101 | 97 | 99 | 2 | 6

Grouped by structure: the compounds so far containing a halogen (2)
SMILES | RPL19A TOR yeast | MEP2 TOR yeast | procasp7 counter | AGP1 TOR yeast | LAP4-GFP MLPCN | CIT2-GFP yeast | AHR activator | proCasp3 act
O=C(C1CC1)N1CCN(c2ccnc3cc(Cl)ccc23)CC1 | 103 | 106 | 5 | 102 | 93 | 103 | -8 | -4
O=C(N/N=C/c1c(Cl)cccc1Cl)C(=O)NC1CC1 | 94 | 100 | -5 | 89 | 97 | 85 | 4 | 8

Continued:
SMILES | RPL19A TOR yeast | MEP2 TOR yeast | procasp7 counter | AGP1 TOR yeast | LAP4-GFP MLPCN | CIT2-GFP yeast | AHR activator | proCasp3 act
COc1ccc(CCNc2cc(C)nc3c(-c4ccccc4)c(C)nn23)cc1OC | 99 | 96 | -2 | 89 | 91 | 96 | 42 | 5
Cc1c(NC(=S)NC(NC(=O)C(C)C)C(Cl)(Cl)Cl)c(=O)n(-c2ccccc2)n1C (stereo unspecified) | 110 | 80 | -8 | 107 | 97 | 108 | 0 | 1
COc1ccccc1/C=N/NC(=O)c1nnn(-c2nonc2N)c1CN(C)c1ccccc1 | 100 | 99 | -4 | 98 | 92 | 104 | 7 | 0
CC1(C)CC(=O)C=C(NNC(=O)c2ccccc2)C1 | 102 | 101 | 2 | 98 | 86 | 101 | 0 | 8
Cc1ccc(/C=N/NC(=O)C(NC(=O)c2ccccc2)c2n[nH]c(=O)c3ccccc23)cc1 (stereo unspecified) | 97 | 102 | 4 | 98 | 102 | 101 | 16 | -6
CCCc1cc(-c2n[nH]c(=S)n2Cc2ccccc2)cs1 | 97 | 92 | -24 | 96 | 89 | 97 | -1 | -20
C=CC1CN(CC(=O)OC)S(=O)(=O)c2ccccc21 (stereo unspecified) | 104 | 97 | -13 | 90 | 125 | 99 | 3 | -3
COc1ccc(CN2CC(C(=O)NCCCN3CCCC(C)C3)CC2=O)cc1 (stereo unspecified) | 100 | 102 | 10 | 104 | 101 | 108 | 4 | 1
CC(C)n1c(SCC(=O)Nc2ccccc2N2CCCCC2)nc2c1c(=O)n(C)c(=O)n2C | 97 | 96 | -7 | 94 | 100 | 93 | -1 | 5
CC(C)CN1CCNC(=O)C1CC(=O)NCCc1cnn(-c2ccccc2)c1 (stereo unspecified) | 96 | 100 | 0 | 107 | 102 | 99 | 3 | 4
Cc1c(NC2=NC3(CCCCC3)Cc3ccccc32)c(=O)n(-c2ccccc2)n1C | 94 | 115 | 9 | 109 | 113 | 100 | 5 | 1
Cc1nc(Nc2cccc(C(C)O)c2)c2nnn(Cc3ccc(F)cc3)c2n1 (stereo unspecified) | 99 | 95 | 9 | 102 | 102 | 100 | 6 | -3
Cc1ccc(CCC(=O)Nc2ncc(Cc3cccc(Cl)c3Cl)s2)o1 | 105 | 105 | 0 | 99 | 102 | 98 | 6 | 4
CCOC(=O)/C(=C\c1ccc(OC(F)F)cc1)C1=Nn2c(nnc2-c2ccc(Cl)cc2)SC1 | 98 | 102 | -15 | 91 | 98 | 79 | 2 | -10
O=C(NCc1cccnc1)c1ccc2c(c1)N(Cc1ccccc1)CCS2 | 93 | 95 | -8 | 93 | 108 | 85 | 14 | -5

Entries from the list above that contain a furan ring, fused or not:
SMILES | RPL19A TOR yeast | MEP2 TOR yeast | procasp7 counter | AGP1 TOR yeast | LAP4-GFP MLPCN | CIT2-GFP yeast | AHR activator | proCasp3 act
O=C(OCC#CCSc1nc2ccccc2o1)c1cc2ccccc2o1 | 88 | 86 | 5 | 79 | 100 | 80 | 10 | 9
Cc1ccc(CCC(=O)Nc2ncc(Cc3cccc(Cl)c3Cl)s2)o1 | 105 | 105 | 0 | 99 | 102 | 98 | 6 | 4

Remaining list, next part.
SMILES | RPL19A TOR yeast | MEP2 TOR yeast | procasp7 counter | AGP1 TOR yeast | LAP4-GFP MLPCN | CIT2-GFP yeast | AHR activator | proCasp3 act
CCCCSc1nc2c(c(=O)n1CC)SC(C)C2 (stereo unspecified) | 92 | 95 | 5 | 88 | 81 | 86 | -1 | -3
Cc1ccc(Cn2c(Sc3ncccn3)nc3c2c(=O)[nH]c(=O)n3C)cc1 | 95 | 98 | -1 | 105 | 92 | 98 | 0 | 1
O=C(NCc1ccco1)C(c1ccccc1)N(Cc1ccccc1)C(=O)Cn1nnc2ccccc21 (stereo unspecified) | 92 | 84 | 11 | 84 | 88 | 94 | 14 | 0
O=C(COc1ccc2ccccc2c1)Nc1cccnc1Cl | 104 | 113 | 7 | 100 | 102 | 96 | -1 | 6
O=C(Nc1ccc2[nH]c(=O)[nH]c2c1)c1ccc(Br)o1 | 111 | 106 | -4 | 96 | 74 | 99 | 20 | 5
Cn1cc(C(=O)NCc2ccc(F)cc2)cn1 | 99 | 96 | 8 | 100 | 103 | 98 | 1 | 9
Cc1ccc(Cn2ccc(NC(=O)c3nn(C)cc3[N+](=O)[O-])n2)cc1 | 106 | 100 | 2 | 98 | 96 | 102 | 1 | -1
O=C(c1ccc2nc3ccc(Cl)cc3c(=O)n2c1)N1CCOCC1 | 98 | 105 | 2 | 101 | 102 | 102 | 11 | 9
Cc1ccc(S(=O)(=O)/N=C2\SC(CC(=O)Nc3ccc(F)cc3)C(=O)N2c2ccccc2)cc1 (stereo unspecified) | 98 | 99 | 8 | 92 | 85 | 97 | -1 | -4
O=C(NCc1nc(-c2ccc(C(F)(F)F)cc2)no1)Nc1cc(Cl)cc(Cl)c1 | 105 | 99 | 2 | 114 | 114 | 104 | 12 | -6
Cc1ccc(N=Nc2c(N)nn(-c3ccccc3)c2N)cc1 | 96 | 106 | -4 | 91 | 116 | 103 | -6 | -7
Cc1noc(C)c1COC(=O)CCc1ccc(S(=O)(=O)N2CCCCC2)cc1 | 98 | 108 | -4 | 101 | 100 | 109 | 4 | 10
CCN(CC)CCOC(=O)c1ccc(NC(=O)CNC(=O)c2ccccc2)cc1 | 89 | 92 | 0 | 91 | 91 | 94 | 4 | 15
CCOC(=O)C1=C(C)NC(=O)NC1/C(C)=C/c1ccccc1 (stereo unspecified) | 100 | 105 | 4 | 102 | 98 | 100 | -3 | 6
Cc1oncc1C(=O)NC(C)C | 99 | 102 | 6 | 99 | 105 | 94 | 0 | 3
CCn1c(Cc2ccccc2)nnc1SCC(=O)Nc1ccccc1N1CCOCC1 | 95 | 94 | 12 | 96 | 90 | 94 | 0 | -2
Cc1nc(N)nc(OCC(F)(F)C(F)F)c1Br | 103 | 98 | 9 | 103 | 103 | 94 | 0 | 11
COc1ccccc1Nc1nc(N)nc(-c2oc3ccccc3c2C)n1 | 95 | 100 | 1 | 99 | 114 | 95 | 10 | 5
CCC[C@@H]1C[C@@H](C(=O)N[C@H]([C@@H](C)O)[C@H]2O[C@H](SC)[C@H](O)[C@@H](O)C2O)N(C)C1 (stereo partly specified) | 106 | 104 | 7 | 111 | 97 | 112 | -2 | 2
Cc1ccc(NC(=O)C2CCN(S(C)(=O)=O)CC2)c(C)c1 | 108 | 108 | . | 110 | 103 | 106 | . | .
COC(=O)CN1C(C)=Nc2ccc(Br)cc2C1c1ccccc1 (stereo unspecified) | 102 | 104 | 1 | 100 | 103 | 108 | 1 | -5
CCOC(=O)Cn1nc(NC(=O)c2cc(OC)cc(OC)c2)cc1C | 95 | 118 | 4 | 91 | 89 | 93 | 8 | 8
O=C(CCCc1ccccc1)Nc1cccc([N+](=O)[O-])c1 | 111 | 119 | -2 | 100 | 106 | 105 | 6 | -4
COc1ccccc1-n1c(C)cc(SC)c(C(C)=O)c1=S | 100 | 96 | -6 | 86 | 96 | 88 | 2 | 5
Nn1c(COc2ccccc2)nnc1SC(F)F | 94 | 138 | -2 | 96 | 118 | 115 | 2 | 2
COCCCN1C(=O)/C(=C/c2ccc(CNS(=O)(=O)c3ccccc3)o2)C(C(=O)OC)=C1C | 97 | 98 | 4 | 97 | 94 | 95 | -2 | -13
O=C(O)c1cccc(N(CCO)CCO)c1 | 101 | 103 | 2 | 109 | 107 | 108 | -2 | 6
CS(=O)(=O)N(CC(=O)Nc1ccccc1F)C1CCCCC1 | 99 | 103 | 1 | 91 | 85 | 93 | 3 | -1
O=C(Cn1ccccc1=O)c1cccs1 | 103 | 102 | -2 | 102 | 95 | 100 | 1 | -3
COc1ccc(OC)c(NC(=O)c2sc3nc(Cc4ccccc4)cc(C(F)(F)F)c3c2N)c1 | 96 | 102 | -8 | 94 | 96 | 93 | 3 | 5
COc1ccccc1C(=O)N1C(CC(=O)Nc2ccc(C)c(C)c2)C(=O)NC2CCCCC21 (stereo unspecified) | 101 | 103 | -8 | 101 | 95 | 100 | 5 | 7
Cc1cc(O)c(-c2cc(C(=O)Nc3sc4c(c3C(=O)NCc3ccco3)CCC4)[nH]n2)cc1C | 92 | 96 | 9 | 92 | 96 | 103 | 4 | 17
O=C(COc1ccc(S(=O)(=O)N2CCOCC2)cc1)N1CCc2ccccc2C1 | 98 | 95 | 4 | 103 | 101 | 97 | 0 | 6
